NPSR antagonist = blocks cAMP signaling of the human neuropeptide S receptor. CHO-NPSR cells, cAMP TR-FRET, antagonist mode. Potency, µM (doses to about 38.3 µM), without a hit: at the top dose activity change, negative = inhibition, hits mostly inhibitors. 220,000 compounds, 1% hits. AID 1461; further: potency means the concentration at half of the fitted maximal effect; on the % scale 0 is the no-effect control and ±100 the full control effect; nearly all actives have a fitted effect of over 50% in size; many of its hits are not listed in these tables
Target sequence (Q6W5P4 whole entry, looked up): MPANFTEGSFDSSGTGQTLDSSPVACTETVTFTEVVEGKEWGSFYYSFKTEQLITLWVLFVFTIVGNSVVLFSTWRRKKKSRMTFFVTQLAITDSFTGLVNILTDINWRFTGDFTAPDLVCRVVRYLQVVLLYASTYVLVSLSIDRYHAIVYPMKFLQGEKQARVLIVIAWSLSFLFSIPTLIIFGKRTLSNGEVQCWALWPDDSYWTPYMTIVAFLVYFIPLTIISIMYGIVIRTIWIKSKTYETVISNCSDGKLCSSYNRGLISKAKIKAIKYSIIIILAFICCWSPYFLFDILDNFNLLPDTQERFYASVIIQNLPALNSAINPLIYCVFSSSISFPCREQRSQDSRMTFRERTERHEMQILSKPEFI
Luc counter = blocks Kinase-Glo luciferase, a counter-screen artifact | Q27757 | Kinase-Glo luciferase, ATP luminescence, 8 min | 200,000 compounds, 0.28% hits | Potency, µM (titrated, usually from 38.3 µM), for inactives: at the highest dose activity change, negative = inhibition, usual class: inhibitors | AID 1379; further: potency means the concentration at half of the fitted maximal effect; on the % scale 0 is the no-effect control and ±100 the full control effect; nearly all actives have a fitted effect of over 60% in size
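Compound is pinned into ATP-containing buffer (10 uM ATP, imidazole pH 7.2, 7 mM MgCl2). Kinase-Glo luciferase reagent is then added. Light output is recorded following an 8-min room-temperature incubation.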
CBFb RUNX1 block = inhibitors of human CBF-beta and RUNX1 interaction; Potency, µM (doses to about 59.8 µM), inactives show at the top dose activity, negative = inhibition, most hits filed as inhibitors; Q01196+Q13951; AID 1477; 230,000 tested, under 10 active; AlphaScreen CBFb-His/RUNX1-biotin binding, biochemical; further: % of control where 0% means no effect
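Bead-based AlphaScreen assay; binding partners His-tagged CBF-beta and biotinylated RUNX1 at 30 nM each. Compound exposure 15 min after a 20-min protein preincubation; bead step 90 min; all steps at room temperature.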
Epigenetic reg = derepresses silenced GFP reporter in murine cells; murine LDR cells, GFP reporter derepression, 30 h; Potency, µM (top dose mostly 53.9 µM), without a hit: top-dose GFP activation, most hits filed as activators; 280,000 compounds, 0.2% hits; further: potency means the concentration at half of the fitted maximal effect; % of control where 0% means no effect; nearly all actives have a fitted effect of over 60% in size
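GFP-positive cell count by laser-scanning cytometry (objects 20–120 um) after 30 h, 37 C compound exposure of murine LDR cells; reporter is CMV-GFP integrated at a silenced locus, inducible by HDAC or DNMT inhibitors.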
IMPase Li inh = membrane-permeable IMPase blocker, potentiated with lithium; CHO-M1 cells, IP1 TR-FRET (IP-One), carbachol + lithium; AID 1457; Potency, µM (titrated, usually from 59.4 µM), for the others: at the top dose activity, negative = IMPase inhibition, usual class: inhibitors; 210,000 compounds, 0.35% hits;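 further: IP1 builds up when IMPase is blocked and the TR-FRET signal falls; potency means the concentration at half of the fitted maximal effect; plate controls were basal vehicle for no effect and high inhibitor control for full effect; nearly all actives have a fitted effect of over 50% in size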
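Test compounds were applied to CHO-M1 cells previously cultured for 16–30 h at 2000 per well. A small lithium amount accompanied them; after 30 min at 37C, IP1 was quantified by TR-FRET.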
LMNA splice mod = changes lamin A minigene splicing in HeLa cells. HeLa LMNA splicing GFP/RFP minigene ratio, 48 h. Potency, µM (doses to about 46.1 µM), for inactives: top-dose ratio change, negative = inhibition, actives largely listed as inhibitors. 200,000 compounds, 0.01% hits. AID 1487; active means well fitted inhibition curve with a large enough effect in the signal ratio, with a control signal flat, not every such curve was filed as active; inconclusive means small, poorly fitted or top-dose-only effect, or effect the other way, or a change in a side signal; the % refers to the signal ratio; further: potency means the concentration at half of the fitted maximal effect; on the % scale 0 is the no-effect control and ±100 the full control effect
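Read-out is the ratio of GFP to DsRed2 object intensity, acquired by 488 nm laser-scanning cytometry on HeLa lamin A-EGFP minigene reporter cells. Compound incubation 48 hrs at 37 °C in Opti-MEM with 2% FBS; DMSO 0.5% final.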
aGal spleen mod = inhibitors or activators of human alpha-galactosidase in spleen homogenate | P06280 | human spleen homogenate, 4MU-alpha-Gal fluorescence, 40 min | Potency, µM (highest dose often 80 µM), for the others: at the top dose activity change, negative = inhibition, most hits filed as inhibitors | 240,000 compounds, 0.008% hits;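 further: potency means the concentration at half of the fitted maximal effect; 0% = enzyme with vehicle and -100% = no enzyme basal signal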
Target sequence (P06280 32-429 limits assumed): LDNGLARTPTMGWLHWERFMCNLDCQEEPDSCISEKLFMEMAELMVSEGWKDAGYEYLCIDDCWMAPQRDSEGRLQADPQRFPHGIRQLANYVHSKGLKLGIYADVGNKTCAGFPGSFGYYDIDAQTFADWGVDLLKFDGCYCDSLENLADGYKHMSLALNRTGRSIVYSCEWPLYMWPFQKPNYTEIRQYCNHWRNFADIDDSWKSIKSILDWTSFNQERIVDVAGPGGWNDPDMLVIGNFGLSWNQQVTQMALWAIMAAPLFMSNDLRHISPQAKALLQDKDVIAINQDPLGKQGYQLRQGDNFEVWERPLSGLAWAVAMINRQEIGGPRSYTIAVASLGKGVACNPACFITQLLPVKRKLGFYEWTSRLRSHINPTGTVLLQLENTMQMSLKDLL
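Human spleen homogenate (1 ug) was the enzyme source, with 4-methylumbelliferyl-alpha-D-galactopyranoside (1 mM final) in pH 5.0 citrate buffer with 0.01% Tween-20. Compounds were titrated; after 40 min at 37C, NaOH/glycine stop, 4-MU fluorescence read; AC50 from Hill fits.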
* hit, by the source's call; u = inconclusive; x = not tested or not shown; & = joins results of further samples; [ ] = remark or other dose. Unless noted, the call rests on the fitted dose curve; in most records, active means well fitted curve in the direction sought with a large enough effect; inconclusive means small, poorly fitted or top-dose-only effect, or another doubt; inactive means no such curve, though single readings can be large; an effect the other way counts as inactive or inconclusive. These rows are one share of the data; the hit share may differ from the screen's.

SMILES	NPSR antagonist	Luc counter	CBFb RUNX1 block	Epigenetic reg	IMPase Li inh	LMNA splice mod	aGal spleen mod
O=Cc1sc(=O)n(Cc2cccc(C(=O)O)c2)c1Cl	-58.8%	x	0.8%	5.3%	x	x	-8.0%
COC(=O)c1ccc(Cn2cnc3c(sc4nc(N5CCOCC5)c5c(c43)CCCC5)c2=O)o1	u	0.2%	-4.5%	-3.0%	18.9%[38.3 µM]	9.1%	10.1%
COc1ccc(C2c3[nH]c4ccccc4c3CC3C(=O)N(CCc4ccc(OC)c(OC)c4)CC(=O)N32)cc1 (stereo not given)	x	1.0%	-0.6%	-1.6%	7.4%	x	2.8%
CN(C)/C=C(\C#N)C(=O)c1cccnc1Oc1cccc(F)c1	-4.0%[46.1 µM]	-2.1%	-1.8%	-1.1%	-1.1%[38.3 µM]	23.5%	1.6%
Cn1c(=O)oc2cc(S(=O)(=O)NCCC(=O)NC3CCCc4ccccc43)ccc21 (stereo not given)	-8.9%[46.1 µM]	2.2%	3.7%	-4.6%	4.0%	-4.4%	-0.3%
CN1/C(=C\C(=O)c2oc3ccccc3c2N)C(C)(C)c2ccccc21	u	-1.7%	13.0%	8.3%	36.5%[activator][38.3 µM]	16.0%	-5.3%
Cc1[nH]nc(SCC(=O)NCc2ccc(Cl)cc2)c1[N+](=O)[O-]	13.1%	-2.2%	2.7%	0.9%	7.1%	-6.2%	-7.5%
CCOC(=O)c1nn(-c2ccccc2)c(=O)cc1SC(C)C	-23.9%[46.1 µM]	-0.3%	1.8%	0.9%	-12.1%[38.3 µM]	u	0.2%
COc1cnn(-c2ccc(F)cc2)c(=O)c1Br	7.1%	-4.2%	-2.4%	-0.2%	-27.1%	x	-6.0%
Nc1ccc(/C=C/C(=O)c2ccco2)cc1	-8.5%	-14.6%	-4.2%	2.1%	0.4%	4.8%	-10.8%
CCC1OC(=O)C(C)[C@@H](O[C@H]2C[C@@](C)(OC)C(O)C(C)O2)C(C)[C@@H](O[C@@H]2OC(C)CC(N(C)C)C2O)[C@@](C)(O)CC(C)CN(C)C(C)C(O)[C@]1(C)O (stereo not given in full)	x	-1.5%	6.5%	1.3%	12.7%	x	-3.8%
COc1ccc(-c2c(C)cc3oc(=O)cc(-c4ccccc4)c3c2C)cc1OC	x	5.1%[39.9 µM]	-2.0%[89.1 µM]	1.0%	16.6%	x	1.4%[119 µM]
COc1ccc(Cl)cc1NC(=O)CN(C)CC(=O)NC(C)c1ccccc1 (stereo not given)	-20.6%	2.4%	-18.1%	-2.6%	-0.4%	x	0.9%
Cc1cc(SCC(=O)NCCN2C(=O)CSC2=O)nc2ccccc12	11.3%	4.9%	-1.9%	-1.0%	-11.1%	-14.6%	1.8%
Cc1ccc(-c2cc(C(=O)OCC(=O)N(C)C3CCS(=O)(=O)C3)c3ccccc3n2)o1 (stereo not given)	-17.2%	-10.6%	7.3%	-0.3%	-13.9%	x	12.3%
Cc1nn(C)cc1CNC(=O)Nc1cccc(Cl)c1	-13.2%[46.1 µM]	-2.9%	u	-0.1%	13.4%[38.3 µM]	4.7%	-4.1%
CCOc1cc(C2C(C(=O)OCC(C)C)=C(C)N=C3SCCC(=O)N32)ccc1OC(C)=O (stereo not given)	-25.3%[46.1 µM]	2.5%	2.0%	-1.0%	5.6%[38.3 µM]	-1.9%	-1.0%
CCCCCCCC1(C)NC(=O)N(CC(=O)Nc2cc(C)on2)C1=O (stereo not given)	16.8%	-6.6%	12.5%	-2.1%	1.4%	20.8%[9.22 µM]	-7.3%
CCN(CC(=O)Nc1ccc2c(c1)OCCO2)c1nc(-c2cccnc2)nc2ccccc12	-11.4%[46.1 µM]	0.7%	-21.3%	6.7%	17.8%[38.3 µM]	u	8.3%
CCOC(=O)c1sc2nccc(OC)c2c1N=CN(C)C	11.7%	-2.7%	10.6%	-0.1%	-14.8%	u	1.3%
O=C1CCN(S(=O)(=O)c2cccs2)c2ccc(C(F)(F)F)cc2N1	11.9%	-0.3%	10.6%	0.3%	-5.8%	x	-1.5%
O=S(=O)(/C=C/c1ccccc1)Nc1ccc(N2CCOCC2)cc1	-20.3%[46.1 µM]	-0.4%	-5.4%	2.9%	43.7%[activator][38.3 µM]	-9.4%	-3.2%
O=C(OC1CCOC1=O)c1cncc(Br)c1 (stereo not given)	-10.0%[46.1 µM]	0.8%	1.2%	-1.2%	-3.1%[38.3 µM]	7.7%	-19.7%
Cc1ccc(S(=O)(=O)N2CCCCC2)cc1NC(=O)COC(=O)Cc1c(F)cccc1Cl	-6.9%	3.4%	0.9%	-1.8%	7.6%	0.9%	-6.1%
C/C(=N\NC(=O)Cn1ccc(C(F)(F)F)n1)c1ccc2c(c1)OCO2	5.2%	0.3%	-7.6%	-4.4%	3.7%	x	1.8%
CC1(C)CC(=O)C2=C(C1)OC1=C(C(=O)CC(C)(C)C1)C2c1ccc(O)c([N+](=O)[O-])c1	-30.8%	-1.7%	-3.3%	-2.6%	8.5%	9.8%[46 µM]	-4.9%
COCCN(C(=S)Nc1ccccc1C)C(C)c1cccs1 (stereo not given)	-8.1%[46.1 µM]	4.7%	-1.8%	0.0%	0.9%	-6.5%	-4.4%
C[C@H](N)c1nnc(SCC(=O)N(C)C)o1	-2.8%[46.1 µM]	-0.3%	5.5%	-1.1%	1.8%	-6.3%	4.8%
CCOC(=O)N1CCN(c2cc(NCCC(=O)O)c3c4c(onc24)-c2ccccc2C3=O)CC1	10µM*	u	u	0.0%	200.6%[activator][38.3 µM]	1.4%	-19.3%
Cc1ccccc1-c1ccc(Nc2ccc(N3CCOCC3)cc2)nn1	u	-26.4%	u	0.0%	13.7%[38.3 µM]	u	5.0%
O=C(CCSCCC(=O)NCc1ccco1)NCc1ccco1	-0.2%[46.1 µM]	5.2%	-4.7%	-0.9%	-4.9%	-3.2%	-6.2%
CCCCC(CC)C(=O)NCCCN1CCN(CCCNC(=O)C(CC)CCCC)CC1 (stereo not given)	1.0%[46.1 µM]	-3.1%	6.7%	1.0%	8.8%[38.3 µM]	4.9%	-4.4%
Cc1c(C(=O)NC(C)c2ccccc2)c(-c2ccccc2)nn1-c1ccccc1 (stereo not given)	-10.8%[46.1 µM]	-1.9%	-2.9%	-1.1%	18.9%[38.3 µM]	0.0%	10.1%
CCOc1ccc(-n2cc(C(=O)Nc3cccc(OC)c3)c3cc(OC)c(OC)cc3c2=O)cc1	-29.9%[46.1 µM]	-0.4%	-10.3%	0.0%	-1.7%[38.3 µM]	-1.2%	-3.3%
CCCc1[nH]n(-c2nc3ccccc3s2)c(=O)c1C=NCCCOC	-10.0%	x	6.0%	1.1%	x	x	9.8%
CC(C)NC(=O)CCCn1c(=S)[nH]c2cc3c(cc2c1=O)OCO3	-10.2%[46.1 µM]	-4.1%	-2.7%	0.0%	-2.5%[38.3 µM]	16.7%	-5.3%
CC1CC2=C(NC(=S)NC2c2ccccc2F)/C(=C/c2ccccc2F)C1 (stereo not given)	u	-1.1%	u	4.3%	10.0%	x	0.4%
Cc1cc(NS(=O)(=O)c2ccc(NC(=O)CCCOc3ccc(Cl)cc3)cc2)no1	u	-3.8%	-2.2%	0.5%	0.7%[38.3 µM]	17.2%	1.1%
COc1ccccc1NC(=O)Nc1nc(-c2cccnc2)nc2ccccc12	1.4%[46.1 µM]	-0.3%	9.7%&6.1%&18.3%	-0.2%&-1.5%	4.3%&3.0%	u	-2.5%&-5.3%&-1.7%
Cc1ccc(NC(=O)CN(c2ccccc2)S(=O)(=O)N(C)C)cc1	-0.6%	0.4%	-3.3%	2.1%	7.8%	-0.8%	2.4%

Molecules above containing a CF3 group (2):
SMILES	NPSR antagonist	Luc counter	CBFb RUNX1 block	Epigenetic reg	IMPase Li inh	LMNA splice mod	aGal spleen mod
O=C1CCN(S(=O)(=O)c2cccs2)c2ccc(C(F)(F)F)cc2N1	11.9%	-0.3%	10.6%	0.3%	-5.8%	x	-1.5%
C/C(=N\NC(=O)Cn1ccc(C(F)(F)F)n1)c1ccc2c(c1)OCO2	5.2%	0.3%	-7.6%	-4.4%	3.7%	x	1.8%

Continuation.
SMILES	NPSR antagonist	Luc counter	CBFb RUNX1 block	Epigenetic reg	IMPase Li inh	LMNA splice mod	aGal spleen mod
Cc1cccc(-n2c(O)c(C=NCc3ccccn3)c3ccccc3c2=O)c1	-8.6%	1.0%	2.5%	-1.0%	-10.3%	-5.0%	-9.8%
COc1nc(OC)nc(N2CCC(C(=O)NC3CC3)CC2)n1	8.4%	1.6%	-18.4%	0.7%	1.5%	x	-1.2%
CCc1cccc2c(C(=O)CSc3nnc(-c4ccncc4)n3C)c[nH]c12	-2.4%	4.0%	-6.3%	-1.0%	1.4%	-7.9%	-1.9%
COc1cc(N/C(=N/S(=O)(=O)c2ccccc2)c2ccccc2)ncn1	-0.2%[46.1 µM]	0.5%	-14.2%	-0.7%	-19.5%[38.3 µM]	5.5%	-13.0%
CCO[C@@H]1OC(C(=O)N2CCN(Cc3ccccc3)CC2)=C[C@H](c2cn(C(C)=O)c3ccccc23)[C@H]1CCCO	40.9%	x	-7.6%	-0.7%	-5.4%	x	-8.3%
CC1CCc2c(C(=O)NCc3cccnc3)csc2C1 (stereo not given)	12.1%	-3.5%	-24.2%	-3.0%	-6.7%	u	4.6%
Cc1ccc(S(=O)(=O)N(C)CC(=O)O/N=C(\N)c2ccc([N+](=O)[O-])cc2)cc1	-17.6%[46.1 µM]	2.8%	-20.6%	0.3%	-7.0%[38.3 µM]	u	6.6%
Cc1onc(-c2ccccc2Cl)c1C(=O)NCc1ccccc1	-13.3%[46.1 µM]	-4.8%	3.8%	2.7%	28.1%[38.3 µM]	-0.9%	-0.8%
COc1ccc(C(C(=O)NC2CCCC2)N(CCN(C)C)C(=O)c2snc(C(N)=O)c2N)cc1 (stereo not given)	-10.6%[46.1 µM]	13.6%	5.6%	1.9%	-11.7%[38.3 µM]	-2.2%	-12.3%

Compound profiles, as listed above. Order of screens: NPSR antagonist, Luc counter, CBFb RUNX1 block, Epigenetic reg, IMPase Li inh, LMNA splice mod, aGal spleen mod
Entry for Cn1c(=O)oc2cc(S(=O)(=O)NCCC(=O)NC3CCCc4ccccc43)ccc21 (stereo not given) : -8.9%[46.1 µM], 2.2%, 3.7%, -4.6%, 4.0%, -4.4%, -0.3%
Entry for CCN(CC(=O)Nc1ccc2c(c1)OCCO2)c1nc(-c2cccnc2)nc2ccccc12 : -11.4%[46.1 µM], 0.7%, -21.3%, 6.7%, 17.8%[38.3 µM], u, 8.3%
Entry for Cc1ccc(NC(=O)CN(c2ccccc2)S(=O)(=O)N(C)C)cc1 : -0.6%, 0.4%, -3.3%, 2.1%, 7.8%, -0.8%, 2.4%
